JMJD2A Tudor inh = qHTS Assay for Inhibitors of JMJD2A-Tudor Domain; Lysine-specific demethylase 4A (Homo sapiens), O75164; AlphaScreen JMJD2A-Tudor / H3K4me3 peptide binding; Potency, µM (doses to about 114 µM), without a hit: at the highest dose activity change, negative = inhibition, usual class: inhibitors; 390,000 compounds, 4.4% hits; further: on the % scale 0 is the no-effect control and ±100 the full control effect; nearly all actives have a fitted effect of over 50% in size
12-LOX inh = Primary qHTS assay for inhibitors of human arachidonate 12S-lipoxygenase (ALOX12): Round 2. Potency, µM (series often up to 108 µM), for the others: at the highest dose activity change, negative = inhibition, hits mostly inhibitors. AID 1671190, 2021. 580,000 compounds, 1.1% hits. purified 12hLO, xylenol orange hydroperoxide absorbance; further: on the % scale 0 is the no-effect control and ±100 the full control effect
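Purified human 12hLO at 150 nM in 25 mM Hepes, 0.01% Triton X-100, pH 7.0, preincubated 15 min at room temperature with compound. Reaction started with 40 uM arachidonic acid, 30 min at room temperature. Hydroperoxide measured by Fe-xylenol orange, 573/405 nm absorbance ratio.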
HP1b chromo inh = HTS for Inhibitors of HP1-beta Chromodomain Interactions with Methylated Histone Tails; Chromobox protein homolog 1 (Homo sapiens), P83916; AlphaScreen HP1-beta / biotin-H3K9me3 peptide binding; Potency, µM (top dose mostly 114 µM), without a hit: top-dose activity change, negative = inhibition, actives largely listed as inhibitors; 390,000 compounds, 0.56% hits; further: nearly all actives have a fitted effect of over 70% in size; inactives centre near 23
Target sequence (P83916 whole entry, looked up): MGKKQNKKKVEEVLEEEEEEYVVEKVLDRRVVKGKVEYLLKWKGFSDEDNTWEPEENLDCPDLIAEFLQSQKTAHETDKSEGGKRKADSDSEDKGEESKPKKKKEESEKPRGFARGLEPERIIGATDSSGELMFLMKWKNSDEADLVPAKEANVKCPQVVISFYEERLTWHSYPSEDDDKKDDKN
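AlphaScreen: HP1-beta (50 nM) preformed 30 min with biotin-H3(1-18)K9me3 peptide (50 nM) in PBS pH 7.4, 0.01% Tween-20. Compound added for 30 min at RT, then streptavidin donor/nickel chelate acceptor beads (10 ug/mL) for 30 min.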
TrxR1 inh = qHTS Assay for Inhibitors of Mammalian Selenoprotein Thioredoxin Reductase 1 (TrxR1): qHTS; recombinant rTrxR1, NADPH fluorescence consumption, selenite substrate; AID 588453, 2011; Thioredoxin reductase 1, cytoplasmic (Rattus norvegicus), O89049; 390,000 compounds, 1% hits; Potency, µM (doses to about 114 µM), for inactives: top-dose activity change, negative = inhibition, hits mostly inhibitors; further: on the % scale 0 is the no-effect control and ±100 the full control effect; nearly all actives have a fitted effect of over 65% in size
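Rat TrxR1 (90 nM in the dispensed reagent) was pre-reduced with 400 uM NADPH for 5 min at room temperature, then incubated with compound for 15 min. After 400 uM selenite was added, NADPH fluorescence (Ex 340/Em 450 nm) was followed for 8 min.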
Tb PGK inh = qHTS Assay to Find Inhibitors of Phosphoglycerate Kinase | Phosphoglycerate kinase, glycosomal (Trypanosoma brucei brucei), P07378 | PGK/GAPDH coupled, Kinase-Glo luminescence, 60 min | Potency, µM (titrated, usually from 57.5 µM), for the others: at the highest dose activity change, negative = inhibition, most hits filed as inhibitors | 380,000 compounds, 0.043% hits; further: on the % scale 0 is the no-effect control and ±100 the full control effect; nearly all actives have a fitted effect of over 60% in size
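Luminescent ATP detection (Kinase-Glo Plus) follows a 60-minute room-temperature incubation, with wells lacking PGK as controls. Buffer: 100 mM TEA (pH 7.6), 5 mM MgCl2, 0.01% Tween-20. Coupling enzyme GAPDH (100 nM final) supplies unstable 1,3-BPG in-well.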
ERG Ets-DNA blk = qHTS for Small Molecule Inhibitors of the ERG Ets/DNA interaction; Transcriptional regulator ERG (Homo sapiens), P11308; fluorescence polarization, His-ERG Ets domain / labelled DNA; Potency, µM (highest dose often 76.9 µM), for inactives: at the top dose FP activity, negative = inhibition, most hits filed as inhibitors; 370,000 compounds, 0.028% hits; AID 624246, 2012; active means well fitted inhibition curve with a large enough effect in the polarisation, with a control signal flat; inconclusive means small, poorly fitted or top-dose-only effect, or effect the other way, or a change in a side signal; inactive means no such curve, though single readings can be large or run the other way; the % refers to the polarisation;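 further: polarization taken with two DNA probes labelled with fluorescein and Texas red; % of control where 0% means no effect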
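His-tagged ERG Ets domain (1 uM in the protein solution; 300mM KCl, 50mM Tris-HCl, 1mM EDTA, 1mM DTT, pH 7.5) received compound, then a probe mix of 5 nM fluorescein-DNA and 100nM Texas-615-DNA. Fluorescence polarization was read for both dyes.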
RGS4 inhibitor = Inhibitors of Regulator of G Protein Signaling (RGS) 4: qHTS; Regulator of G-protein signaling 4 (Homo sapiens), P49798; Transcreener GDP fluorescence polarization, RGS4-accelerated GTP hydrolysis; Potency, µM (top dose mostly 114 µM), inactives show at the top dose activity change, negative = inhibition, most hits filed as inhibitors; 390,000 compounds, 0.039% hits; further: on the % scale 0 is the no-effect control and ±100 the full control effect; nearly all actives have a fitted effect of over 75% in size; some results filed as inactive show a strong effect at the top dose
Target sequence (P49798 whole entry, looked up): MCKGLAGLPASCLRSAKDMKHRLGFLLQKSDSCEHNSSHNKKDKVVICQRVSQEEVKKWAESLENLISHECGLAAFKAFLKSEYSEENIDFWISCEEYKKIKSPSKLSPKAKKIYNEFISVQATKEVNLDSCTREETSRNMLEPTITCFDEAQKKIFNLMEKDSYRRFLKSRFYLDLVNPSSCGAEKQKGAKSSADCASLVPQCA
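MLSMR compounds (23 nl, pin-transferred) preincubated 10 min at room temperature with a 500nM (2x) first reagent, then RGS4 at 900nM (2x) plus Transcreener GDP mix added; fluorescence polarization (620/688 nm) read before and after 90 min at 30 °C.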
GLS inh = qHTS for Inhibitors of Glutaminase (GLS) | Glutaminase kidney isoform, mitochondrial (Homo sapiens), O94925 | GLS enzymatic activity, qHTS titration | Potency, µM (highest dose often 45.5 µM), for the others: top-dose activity change, negative = inhibition, most hits filed as inhibitors | 410,000 compounds, 0.21% hits | AID 624170, 2012; further: on the % scale 0 is the no-effect control and ±100 the full control effect
Target sequence (O94925 whole entry, looked up, canonical isoform): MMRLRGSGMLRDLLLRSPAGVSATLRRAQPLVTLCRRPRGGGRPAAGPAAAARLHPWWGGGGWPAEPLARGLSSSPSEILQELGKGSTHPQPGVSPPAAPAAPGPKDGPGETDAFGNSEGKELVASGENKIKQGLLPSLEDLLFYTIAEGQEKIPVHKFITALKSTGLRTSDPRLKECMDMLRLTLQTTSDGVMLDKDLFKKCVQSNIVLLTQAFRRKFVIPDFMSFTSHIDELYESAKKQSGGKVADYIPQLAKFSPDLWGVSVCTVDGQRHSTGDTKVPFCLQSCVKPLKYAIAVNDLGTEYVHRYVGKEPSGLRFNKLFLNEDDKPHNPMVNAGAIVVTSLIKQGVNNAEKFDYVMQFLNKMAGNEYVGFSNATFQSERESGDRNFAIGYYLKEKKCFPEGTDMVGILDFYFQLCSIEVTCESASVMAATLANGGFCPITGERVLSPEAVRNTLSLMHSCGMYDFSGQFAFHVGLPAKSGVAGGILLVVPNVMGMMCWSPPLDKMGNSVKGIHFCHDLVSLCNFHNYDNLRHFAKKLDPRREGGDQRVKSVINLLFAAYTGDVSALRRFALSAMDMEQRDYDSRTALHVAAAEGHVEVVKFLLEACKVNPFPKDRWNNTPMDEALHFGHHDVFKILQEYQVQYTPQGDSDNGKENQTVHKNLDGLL
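hKGA; 45 mM KH2PO4 pH 8.2 + 0.02% Tween-20; cpd via pin tool; 1 mM Gln soln; GluOx/HRP/Amplex Red; RT 30 min; fluor. t0 & final.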
Pin1 inh = qHTS Assay to Find Inhibitors of Pin1; Potency, µM (highest dose often 115 µM), for the others: at the top dose activity, negative = inhibition, usual class: inhibitors; Pin1 FP peptide displacement, HiFluor488, 10 min; 390,000 compounds, 0.009% hits; Peptidyl-prolyl cis-trans isomerase NIMA-interacting 1 (Homo sapiens), Q13526; active means well fitted inhibition curve with a large enough effect in the polarisation, with a control signal flat, not every such curve was filed as active; inconclusive means small, poorly fitted or top-dose-only effect, or effect the other way, or a change in a side signal; inactive means no such curve, though single readings can be large or run the other way; the % refers to the polarisation; further: on the % scale 0 is the no-effect control and ±100 the full control effect
An asterisk follows results filed as active; i = inactive; ? = inconclusive; / = not tested or not shown; [ ] = remark or other dose. Unless noted, the call rests on the fitted dose curve; in most records, active means well fitted curve in the direction sought with a large enough effect; inconclusive means small, poorly fitted or top-dose-only effect, or another doubt; inactive means no such curve, though single readings can be large; an effect the other way counts as inactive or inconclusive. Potency means the concentration at half of the fitted maximal effect. Only part of the results is shown, so the mix of outcomes need not match the whole.

Results follow in this order: JMJD2A Tudor inh	12-LOX inh	HP1b chromo inh	TrxR1 inh	Tb PGK inh	ERG Ets-DNA blk	RGS4 inhibitor	GLS inh	Pin1 inh
> COc1ccccc1NC(=O)CSc1nc2c(oc3ccccc32)c(=O)n1Cc1ccco1
→ -8%	0%	15%	-10%	-11%	0%	-12%	-3%	25%
> CCOC(=O)c1[nH]c(C)c(C(=O)N(C)C)c1C
→ -4%	2%	14%	9%	12%	-7%	20%	8%	0%
> CCOc1ccccc1-c1noc(CSc2nnc(-c3ccccc3)n2-c2cccc(C)c2)n1
→ -16%	0%	59%[activator]	14%	-8%	4%	-27%	-6%	6%
> Cc1ccc(NC(=O)c2nc[nH]c2C(=O)NCc2ccccc2)cc1
→ -23%	0%	20%	14%	1%	-6%	6%	3%	0%
> CCCCCOC(=O)c1c(N)n(CCOC)c2nc3ccccc3nc12
→ 38%[activator]	-31%	118%[activator]	2%	2%	-10%	6%	2%	1%
> c1ccc(-c2nnc(SCC3CCCO3)nc2-c2ccccc2)cc1 (centres undefined)
→ 2%	-16%	3%[57 µM]	10%	-6%	-10%	-14%	0%	6%
> CCOC(=O)C(=O)NNc1ccc(C)cc1
→ -6%	-8%	30%	-1%	i	-4%	9%	18%	-6%
> Cc1ccc(C)c(-n2c3nc(=O)n(C)c(=O)c-3cc3ccccc32)c1
→ -15%	?	36%	56%[activator]	-1%	8%	5%	0%	-1%
> O=C(CSc1nccn1-c1ccc(F)cc1)NCc1ccc2c(c1)OCO2
→ -17%	?	16%	5%[57.1 µM]	1%	-3%	-2%	6%	-9%
> O=C(CCn1cnc(-c2ccccc2)c1-c1ccccc1)N/N=C/c1ccccc1O
→ 25µM*	-1%	?	9%	-12%	-2%	-14%[11.4 µM]	18%	-1%
> COc1ccc(CC(=O)Nc2ccccc2N2CCCCC2)cc1OC
→ -15%	i	9%	17%[57.1 µM]	i	-4%	-15%	2%	-2%
> Oc1ccc(N=Nc2ccc3ccccc3c2)cc1
→ 45µM*	?	?	14%	-6%	1%	-15%	16%	3%
> Cc1ccccc1OCc1nc2c3cnn(-c4ccccc4F)c3ncn2n1
→ 2%	-20%	14%	10%	i	2%	-9%	-5%	20%
> CCc1ccc(-c2[nH]c3c(c2-c2sc(C)c(C(=O)OC)c2O)c(=O)n(C)c(=O)n3C)cc1
→ 8%	-12%	49%[activator]	24%	/	-5%	2%	-1%	16%
> Nc1c(-c2cccs2)cnc2c(-c3ccc(F)cc3)cnn12
→ 14%	10%	110%[activator]	28%	-2%	6%	-1%[56.9 µM]	-11%	-1%
> Cc1ccc(-n2c(-c3ccc(Br)cc3)nc3c(cnn3-c3ccccc3)c2=O)cc1
→ -22%	?	-1%	22%	8%	8%	-17%	-2%	27%
> Cc1c(OCC(=O)NC(Cc2ccc(Cl)cc2)C(=O)O)ccc2c(-c3ccccc3)cc(=O)oc12 (centres undefined)
→ -20%	?	15%	-4%	-10%	2%	-3%	44%[activator]	-11%
> Cc1ccc(NC(=O)CSc2nc3n[nH]c(C)c3c(=N)n2-c2ccccc2C)cc1C
→ -11%	-21%	5%	31%[57.1 µM]	i	-3%	-14%	-3%	8%
> Cc1nn(CC(=O)NCCc2cccs2)c(=O)c2nn(-c3ccccc3)c(C)c12
→ -5%	-10%	15%	-8%	1%	0%	-41%	7%	?
> COC(=O)c1ccc(NC(=S)NC(=O)c2cccnc2)cc1
→ -3%	0%	19%	?	0%	-15%	-15%	-5%	-3%
> C=CCOc1c(OC)cc(Cl)cc1C1NC(=O)NC(C)=C1C(C)=O (centres undefined)
→ -19%	0%	40%	-8%	-6%	-12%	-1%	-3%	0%
> CCC(=O)Nc1cccc2c1C(=O)N(C)C2=O
→ -7%	-8%	58%[activator]	-1%	-2%	0%	-13%	-3%	-4%
> COc1ccc(-c2nnn(Cc3ccccc3F)n2)cc1
→ 146%[activator]	3%	236%[activator]	-4%	0%	1%	-20%	7%	-1%
> CC(C)COc1ccc(C(=O)N2CCC(c3nc4ccccc4s3)CC2)cc1
→ -5%	?	43%[activator]	14%	9%	-4%	-11%	-2%	-1%
> CCOC(=O)c1ccccc1NS(=O)(=O)c1ccc(OC)cc1
→ 29%	-25%	65%[activator]	17%	-1%	1%	2%	-22%	-1%
> CN1CC[n+]2c(CN3C(=O)c4ccccc4C3=O)csc21
→ -1%[57.1 µM]	4%	0%	18%	-7%	3%	31%[11.4 µM]	-2%	2%
> COc1cc2cc3c(N)c(C(=O)NCc4ccco4)sc3nc2cc1OC
→ -22%	/	30%	-20%[57.1 µM]	-9%	?	-27%	-13%	7%
> Cc1cccc(NC(=O)CCNS(=O)(=O)c2ccc3c(c2)CCN3C(=O)C2CC2)c1
→ -15%	-7%	27%[57 µM]	23%[57.1 µM]	-2%	-2%	-37%	-2%	-5%
> Cc1ccc2c(c1)[nH]c1c(N3CCN(Cc4ccccc4)CC3)ncnc12
→ ?	-10%	-8%	5%	3%	/	-33%	2%	17%
> Cc1cc(C)c(NC(=O)CS(=O)CC(=O)NCCN2CCCCCC2)c(C)c1 (centres undefined)
→ -11%	-14%	14%	-24%	-1%	12%	28%	2%	-2%
> CC(=O)Nc1nnc(SCc2cc(=O)c(OC(=O)c3ccccc3)co2)s1
→ 2%	7%	26%	11%	9%	16%	-15%	14%	-1%
> Cn1c[n+](C)cc1-c1ccc(/C(N)=N/O)cc1
→ -25%	-32%	23%	7%[57.1 µM]	4%	-5%	-8%	-27%	-17%
> c1ccc(-c2ncnc3cc4n(c23)CCC4)cc1
→ -3%	6%	23%	-15%	-5%	7%	-5%	20%	-1%
> CSc1nc(-c2ccccc2)[nH]c(=S)c1C(C)=O
→ -23%	?	-2%	?	-9%	-2%	-9%	14%	-1%
> Cc1cc(C)cc(NC(=O)C2CCN(S(=O)(=O)c3cccc4nonc34)CC2)c1
→ -2%	-13%	36%	16%[57.1 µM]	0%	-3%	5%	1%	7%
> O=C(c1cc2ccccc2o1)N1CCN(c2ccccc2Cl)CC1
→ 15%	-5%	49%	-6%[57.1 µM]	11%	-7%	3%	6%	3%
> CC(=O)N(c1cccc(Cl)c1)c1nc(C)cc(C)c1C#N
→ 1%	0%	57%[activator]	9%	0%	-4%	4%	-3%	-1%
> COc1cccc(CNC(=O)Cn2c(SCC(=O)Nc3ccc(C)c(C)c3)nc3ccccc32)c1
→ -8%	3%	22%	14%[57.1 µM]	-6%	0%	-3%	-4%	5%
> Cc1ccc2c(CN3CCC(C)CC3)cc(=O)oc2c1
→ -5%	?	29%	-4%[57.1 µM]	12%	4%	22%	-1%	2%
> Cc1ccc(S(=O)(=O)NCCC(=O)Nc2cccc(S(N)(=O)=O)c2)cc1C
→ -17%	26%	-19%	12%	-3%	-6%	20%	-1%	-5%
> Brc1cccc(-c2nnc3n2CCCCC3)c1
→ -13%[11.4 µM]	0%	36%	-6%	-6%	-1%	-6%[11.4 µM]	0%	7%
> COc1ccc(S(N)(=O)=O)cc1C(=O)NCCCN1CCN(c2ccc(C)cc2)CC1
→ -6%	442%[activator]	10%	-8%	-6%	-1%	-6%	20%	0%
> CCc1ccc(NC(=O)c2ccc(-n3cncn3)c([N+](=O)[O-])c2)cc1
→ -18%	?	13%	4%	-5%	9%	-3%	-2%	2%
> COCC1CCN(C(=O)c2cc(COc3ccc(C)c(C)c3)on2)C1 (centres undefined)
→ -7%	0%	59%[activator]	4%	8%	5%	12%	7%	1%
> COc1ccc(CN2C(=NC(=O)CCC3CCCC3)SC3CS(=O)(=O)CC32)cc1 (centres undefined)
→ -12%	0%	22%	17%	-7%	-7%	14%	11%	-1%
> O=C(COC(=O)c1ccc(O)cc1)c1ccc2c(c1)OCCO2
→ -27%	-3%	-6%	11%	-2%	-2%	9%	-1%	4%
> O=C(CCn1c(=O)sc2ccccc21)Nc1nc2ccccc2s1
→ -24%	24%[57.4 µM]	24%	12%	0%	-4%	4%	-3%	6%
> Cc1cccc(N2CCN(C(=O)CN3C(=O)NC(C)(C4CC4)C3=O)CC2)c1C (centres undefined)
→ -16%	-18%	17%	-7%	10%	2%	20%	10%	-10%
> O=C(NC1CCS(=O)(=O)C1)/C(=C\c1ccco1)NC(=O)c1ccccc1 (centres undefined)
→ -4%	24%	46%[activator]	?	-11%	32%[activator]	-1%	-2%	-14%
> O=C(Nc1cccc(Cl)c1)Nc1ccon1
→ -12%	302%[activator]	35%	4%	0%	9%	-24%	-2%	0%
> Cc1nn2c(=O)cc(COC(=O)c3ccc(NC(=O)c4ccc(C(C)(C)C)cc4)cc3)nc2s1
→ ?	-18%	20%	12%[57.1 µM]	i	-1%	0%	4%	7%
> O=C(NCCc1ccccc1Cl)c1cc(COc2ccc(F)cc2F)on1
→ 49%[activator]	/	68%[activator]	25%	8%	-1%	15%	0%	0%

Bioassay records deposited in PubChem by National Center for Advancing Translational Sciences (NCATS).
